ABCG2 inh – blocks JC-1 efflux by human ABCG2 transporter. actives 0.1% (n = 190,000). inhibition, % at 6.6 µM. Q9UNQ0. IgMXP3 cells, flow cytometry;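 active = inhibition above 80%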;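 also: 0% = DMSO and 100% = nicardipine control wells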
Target sequence (Q9UNQ0 whole entry, looked up): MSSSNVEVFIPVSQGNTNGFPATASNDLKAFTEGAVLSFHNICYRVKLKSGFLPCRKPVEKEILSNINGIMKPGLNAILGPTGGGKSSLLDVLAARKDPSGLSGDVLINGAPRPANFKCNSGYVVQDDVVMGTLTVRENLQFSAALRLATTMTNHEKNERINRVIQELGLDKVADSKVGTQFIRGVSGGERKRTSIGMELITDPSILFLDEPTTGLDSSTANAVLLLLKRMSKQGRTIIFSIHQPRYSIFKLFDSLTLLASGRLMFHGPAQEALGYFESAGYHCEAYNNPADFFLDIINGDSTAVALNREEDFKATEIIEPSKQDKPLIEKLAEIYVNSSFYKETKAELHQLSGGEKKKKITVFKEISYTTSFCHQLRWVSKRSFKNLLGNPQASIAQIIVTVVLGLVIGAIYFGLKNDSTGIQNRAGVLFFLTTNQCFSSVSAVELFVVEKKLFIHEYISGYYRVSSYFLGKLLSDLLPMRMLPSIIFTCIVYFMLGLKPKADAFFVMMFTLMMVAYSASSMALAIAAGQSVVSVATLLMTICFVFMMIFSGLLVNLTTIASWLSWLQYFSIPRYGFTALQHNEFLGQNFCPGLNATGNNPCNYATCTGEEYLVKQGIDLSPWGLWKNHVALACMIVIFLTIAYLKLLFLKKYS
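Test system: IgMXP3 (ABCG2) plus far-red-tagged CCRF-Adr (ABCB1) cells. Reagent: JC-1 dye as substrate. Timing: 10 min exposure at 25 °C with rotation, no wash. Measured by: flow cytometric JC-1 green MFI at 530 nm. Read-out: percent efflux inhibition, scaled nicardipine 100% to DMSO 0%. Control set: nicardipine and DMSO wells.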
RGS7-Gao – modulates binding of RGS7 to human Galphao; Multiplexed bead flow cytometry; actives lie on both sides; P09471; binding response (% of control), % at 10 µM; actives 0.35% (n = 220,000); AID 1439; in the data active = binding response below about 49% or above about 150%; inconclusive = no clear call, values can overlap the other calls; inactive = in between;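 also: fluorescent Galphao held in activated GDP-AlF4 state binding bead-coupled RGS7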
Target sequence (P09471 whole entry, looked up): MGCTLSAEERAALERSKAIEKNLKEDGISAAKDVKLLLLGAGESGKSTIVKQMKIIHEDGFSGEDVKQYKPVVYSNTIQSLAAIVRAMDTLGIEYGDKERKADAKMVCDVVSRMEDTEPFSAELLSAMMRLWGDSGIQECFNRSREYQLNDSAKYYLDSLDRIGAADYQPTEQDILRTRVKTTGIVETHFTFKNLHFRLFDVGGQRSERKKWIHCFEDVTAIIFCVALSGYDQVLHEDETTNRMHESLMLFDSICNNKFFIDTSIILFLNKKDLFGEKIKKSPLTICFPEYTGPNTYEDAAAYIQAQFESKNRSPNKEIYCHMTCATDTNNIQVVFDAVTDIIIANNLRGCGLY
Bim-Bfl-1 – inhibitors of Bim-Bfl-1 interaction, human; inhibition, % at 10 µM; actives 0.12% (n = 190,000); Bead-based flow cytometry, Bim-Bfl-1 binding inhibition; Q16548; AID 1008;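 also: 0% = wells without compound plus tracer and 100% = blocker peptide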
RGS8-Gao – human RGS8-Galphao interaction regulation | P09471 | multiplexed bead flow cytometry, RGS8-Galphao binding; actives lie on both sides | response (percent of control binding), % at 10 µM | actives 0.34% (n = 220,000) | AID 1423; in the data active = response below about 60% or above about 140%; inactive = in between;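 also: Galphao activated as the GDP aluminium fluoride complex binding bead-coupled RGS8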
Bcl-XL Bim block – disrupts Bim peptide binding to human Bcl-XL; bead flow cytometry, fluorescence; actives 0.04% (n = 190,000); inhibition, % at 10 µM
RGS4-Gao reg – modulates binding of RGS4 to human Galphao | binding response (% of control), % at 10 µM | Multiplexed bead flow cytometry; actives lie on both sides | actives 0.33% (n = 220,000) | AID 1415; in the data active = binding response below about 49% or above about 150%; inactive = in between;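 also: fluorescent Galphao activated with aluminum fluoride binding bead-coupled RGS4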
Bim-Bcl-2 – disrupts Bim peptide binding to human Bcl-2; Bead-based flow cytometry, Bim peptide-Bcl-2 binding; actives 0.06% (n = 190,000); AID 950; inhibition, % at 10 µM; P10415; in the data active = inhibition above about 40%; inconclusive = no clear call, values can overlap the other calls;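 also: 0% = no compound wells with probe peptide and 100% = reference peptide inhibitor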
Mcl-1 Bim block – inhibitors of Bim-Mcl-1 interaction, human; Bead-based flow cytometry, Bim peptide-Mcl-1 binding; actives 0.1% (n = 190,000); Q07820; inhibition, % at 10 µM;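 also: 0% = no compound tracer wells and 100% = peptide blocker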
Bcl-W Bim block – disrupts Bim peptide binding to human Bcl-W; Q92843; actives 0.02% (n = 190,000); inhibition, % at 10 µM; bead-based flow cytometry;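 also: 0% = bound tracer without compound and 100% = peptide blocker; higher means less fluorescent Bim peptide bound to Bcl-W beads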
Bcl-B Bim block – inhibitors of Bim-Bcl-B interaction, human. inhibition, % at 10 µM. bead-based flow cytometry, Bim peptide-Bcl-B binding. actives 0.073% (n = 190,000). Q9HD36;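 also: 0% = tracer peptide without compound and 100% = reference inhibitor peptide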
ABCB1 block – inhibitors of human ABCB1 transporter, ABCG2 counter-screen | inhibition, % at 6.6 µM | CCRF-Adr cells, JC-1 efflux, flow cytometry | actives 0.067% (n = 190,000) | P08183; in the data active = inhibition above about 40%;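 also: 0% = vehicle and 100% = reference inhibitor; higher value means more JC-1 retained so stronger ABCB1 efflux block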
Active calls of the source: *; ? = inconclusive. Rule as the data show it, unless noted: active = inhibition above about 40%. Compounds as they come; overall some 0.94% were active at least once.

Each structure is followed by: ABCG2 inh, RGS7-Gao, Bim-Bfl-1, RGS8-Gao, Bcl-XL Bim block, RGS4-Gao reg, Bim-Bcl-2, Mcl-1 Bim block, Bcl-W Bim block, Bcl-B Bim block, ABCB1 block
Clc1ccc(C2=Nn3c(nnc3-c3cccs3)SC2)cc1
→ -1, 100, 1, 102, 1, 103, 5, 4, 1, 1, -0.2
CCc1nc(NCCCn2ccnc2)c2oc3ccccc3c2n1
→ 7, 107, -12, 99, -1, 100, -7, 0, 2, -6, 1.1
Cc1ccc(C(=O)NCC(C)(C)O)cc1
→ 3, 102, 4, 95, 2, 100, 4, 25, 18, 4, 0.3
CCOCCCNC(=O)C(NC(=O)Cc1c[nH]c2ccccc12)c1ccccc1 (stereo unspecified)
→ 1, ?, -5, 99, -3, 97, -1, -1, -2, -7, 0.2
CC(=O)Nc1ccc2sccc2c1
→ 0, 105, 2, 96, -3, 108, 2, 2, 0, 0, 0.0
COCc1cc(/C=N\NC(=O)Cc2ccc(OC)cc2)ccc1OC
→ 6, 98, -1, 70, -2, 92, -5, 0, -2, -3, 0.9
Clc1ccc(CSc2cc3c(nn2)-c2ccccc2CC3)cc1Cl
→ 4, 95, -14, 92, -11, 84, -11, -7, -2, -13, 0.8
CC1=NN(C(=O)Cc2ccccc2)C(O)(c2cccnc2)C1 (stereo unspecified)
→ 0, 102, -13, 98, -2, 103, -5, -3, 0, -12, 0.2
Cn1c(-[n+]2c(-c3ccccc3)cc(-c3ccccc3)cc2-c2ccccc2)nc2cc([N+](=O)[O-])ccc21
→ 8, 99, -5, 99, 0, 100, -3, -2, -1, -4, -0.4
CCOC(=O)C(C(=O)OCC)C1CS(=O)(=O)CC1C(C(=O)OCC)C(=O)OCC (stereo unspecified)
→ 1, 99, 1, 101, 2, 101, -6, 0, 0, 4, -0.1
COc1ccc(S(=O)(=O)Cc2ccc(C(=O)N3CCN(C4CCCCC4)CC3)o2)cc1
→ 1, 99, -10, 100, -8, 99, -10, -6, -8, -11, 0.1
Cc1[nH]c2ccc3ncccc3c2c1C
→ 67, 90, -12, 98, -5, 91, -7, -2, -2, -6, 0.5
COc1ccccc1N(CC(=O)Nc1cccnc1)S(=O)(=O)c1ccccc1
→ 9, 94, -20, 98, -5, 94, -12, -5, -3, -11, 0.8
Cc1ccccc1NC(=O)c1ccc(Cn2cc([N+](=O)[O-])cn2)o1
→ 2, 91, -6, 97, -1, 93, 0, 0, -1, -2, 0.2
Cc1cc(C)nc(SCC(=O)c2ccc3c(c2)OCCO3)n1
→ 2, 97, -11, 107, 3, 105, -9, 0, 0, -11, 0.1
O=C1/C(=C/c2ccccc2)Oc2cc(OC(=O)N3CCOCC3)ccc21
→ 1, 93, 0, 84, 0, 95, 0, 2, 0, 0, 0.0
COC(=O)[C@@H](N)Cc1ccc(O)cc1
→ 0, 96, 0, 99, -4, 98, 2, -2, 0, -1, 0.4
CCOc1ccc(C2=Nc3ccccc3C(c3ccc(N4CCOCC4)cc3)=NN2)cc1
→ 1, 96, -2, 92, -1, 97, -6, -6, -4, -4, 0.8
O=C(NN1C(=O)C2C3C=CC(O3)C2C1=O)c1ccncc1 (stereo unspecified)
→ 18, 98, -3, 100, -7, 101, -3, -2, -5, -6, 0.0
CN(Cc1cn(-c2ccccc2)nc1-c1cc2ccccc2o1)C(=O)CCC(=O)O
→ 0, 96, -3, 101, 0, 98, 0, 0, 1, 0, -0.6
CC(=O)Nc1ccc(S(=O)(=O)NCc2cn3c(C)csc3n2)cc1
→ 1, 101, -5, 97, -5, 99, -6, 0, -4, -4, 0.1
CC(C)CCOCc1nc2sc3c(c2c(=O)[nH]1)CCC(C)C3 (stereo unspecified)
→ 0, 101, -6, 98, -11, 95, -8, 1, -1, -8, 0.3
Cc1ccccc1-n1c(-c2ccc(=O)[nH]n2)n[nH]c1=S
→ -2, 108, 5, 107, -5, 108, 2, 0, -5, -10, -0.6
Cc1cccc(CCN(CC(=O)NC2CCCCC2)C(=O)c2csnn2)c1
→ -1, 99, 3, 100, -2, 99, 2, -4, -1, -2, 0.5
COc1ccc([C@@H]2[C@H]3C(=O)N(c4cccc(C(F)(F)F)c4)C(=O)[C@H]3ON2C)cc1
→ 1, 90, -7, 87, -6, 93, -3, -10, -4, -2, -1.0
O=C1c2ccccc2-c2ccc(C(=O)N3CCCCC3)cc21
→ 3, 102, -7, 99, -4, 101, -6, -2, -3, -4, 1.1
CCOC(=O)c1ccc(NC(=O)Nc2ccc(S(N)(=O)=O)cc2)cc1
→ 5, 103, -4, 98, 4, 102, -3, -3, -2, 0, 0.6
O=C(C1=COCCO1)N1CCN(C(c2ccccc2)c2ccccc2)CC1
→ 2, 102, 0, 102, 6, 96, 2, 4, 1, 4, 0.5
O=C(Cc1ccccc1)NN1C(=O)C2C3C=CC(C3)[C@@H]2C1=O (stereo partly specified)
→ -1, 100, -2, 102, -6, 101, 0, 0, 0, -5, -0.2
COc1ccc(-c2nnc(SC(=O)N3c4ccccc4Sc4ccccc43)o2)cc1
→ 4, 109, 0, 108, -6, 111, -1, -3, -6, -18, -0.3
COc1ccc(N/N=C(\C#N)C(=N)N2CCOCC2)cc1
→ 3, 103, -5, 99, 0, 105, 0, -4, -2, -2, -0.2
COC(=O)c1cccc(COC(=O)c2ccccc2NC(=O)c2ccco2)c1
→ 8, 101, -11, 102, -9, 101, -8, -1, 0, -8, 1.2
O=C1c2ccccc2C(=O)c2cc(NC(=O)C3CC3)ccc21
→ 11, 97, -11, 102, -3, 101, -7, -3, -2, -1, 0.5
CCCOc1ccc(-c2nc(OCC)c3ccccc3n2)cc1
→ 3, 102, -15, 103, -5, 100, -2, 0, 3, -6, 0.2
Cc1ccccc1OCC(=O)N1N=C(C(F)(F)F)CC1(O)C(C)(C)C (stereo unspecified)
→ 1, 105, 0, 105, 0, 105, 1, 2, -1, 0, 0.5
CCOC(=O)C1=C(CSc2nc(-c3ccncc3)ccc2C#N)OC(N)=C(C#N)C1c1ccc(OC)cc1 (stereo unspecified)
→ 1, 93, 0, 97, -3, 95, -4, -2, -2, -4, 0.4
CCc1c(C)sc(NC(=O)Cn2nc(C)c([N+](=O)[O-])c2C)c1C(N)=O
→ -1, 119, 17, 96, -8, 101, -5, -9, 0, -36, -0.2
CC(C)CNc1nc(S(=O)(=O)c2ccccc2)c(Cl)s1
→ 4, 102, -3, 97, -1, 101, -4, -1, -1, -1, 1.0
CCn1c(=O)cc(OCC(=O)N2CCCCCC2)c2ccccc21
→ 1, 101, -1, 99, -2, 102, 2, -1, 0, 1, 0.6
Cc1cc(OCC(=O)N(C)C2CCCCC2)cc(C)c1Cl
→ 1, 100, -3, 101, -7, 100, 0, -1, -6, -6, -0.2
CCC(C)NC(=O)/C=C1\Sc2ccccc2NC1=O (stereo unspecified)
→ 0, 100, -20, 101, -11, 99, -6, -6, -9, -10, -0.1
FC(F)(Cl)c1nnc2ccc(Cl)nn12
→ 4, 95, -2, 102, 0, 99, 0, 1, 2, -5, 0.7
O=C(CN1C(=O)C(=O)N(Cc2ccccc2)C1=O)Nc1ccc(F)c(Cl)c1
→ 1, ?, -5, 98, -1, 99, 0, 0, -2, 0, 0.1
Cc1ccc(C)c(NS(=O)(=O)c2cc(C(=O)Nc3ccccc3-c3ccccc3)ccc2Cl)c1
→ 2, 100, -1, 99, 0, 97, -2, 0, 0, 0, 1.1
CCn1c(SCC(=O)Nc2nonc2C)nnc1-c1ccco1
→ 17, 100, -19, 99, -12, 102, -11, -7, -6, -8, -0.8
Cc1cc(C(=O)COC(=O)/C=C/c2cccc(F)c2)c(C)n1C
→ 3, ?, 5, 99, 0, 100, -2, -3, -7, -1, -0.7
Cc1cc(C)n(-c2nc3c(c(=O)[nH]c(=O)n3C)n2Cc2ccccc2)n1
→ 2, 98, -10, 100, 0, 98, -4, -2, -5, -5, 0.6
Cc1nn(-c2ccccn2)c2c1C(=O)C(Br)CC2 (stereo unspecified)
→ 1, 98, 59*, 91, 12, 96, 24, 18, 35, 0, 0.1
CSc1ncc(CN2CCN(C3CCN(C(C)C)CC3)C(CCO)C2)cn1 (stereo unspecified)
→ 1, 92, -7, 97, -3, 93, -2, -3, -1, 0, -0.2
COc1ccc(CN2CCC(c3nc4ccc(Cl)cc4[nH]3)CC2)cc1
→ 7, 102, -2, 101, 0, 102, -1, 1, 4, 0, 1.1
CNC(=O)NC(=O)COC(=O)/C=C/c1cccc(Br)c1
→ 1, 99, 0, 98, -2, 97, 0, -4, -2, -3, -0.1
Cc1ccc(OCC(=O)Nc2ccc(S(=O)(=O)Nc3ccccn3)cc2)cc1
→ 0, 103, -4, 104, 0, 102, -1, 0, 0, -3, -0.1
Cc1ccc(OCCNC(=O)c2cccc(Oc3ccc(C(F)(F)F)cc3[N+](=O)[O-])c2)cc1
→ 19, 95, 3, 98, -3, 97, -2, -8, -3, 1, 2.0
COc1cccc(C(=O)N(Cc2ccco2)Cc2cc3cccc(C)c3[nH]c2=O)c1
→ 2, 102, 0, 98, -1, 99, 0, -2, 0, 0, 1.3
O=C(c1ccc(S(=O)(=O)N2CCOCC2)cc1)N1CCN(c2ccc(F)cc2)CC1
→ 1, 98, -13, 98, -5, 88, -8, -1, -2, -4, 0.4
CCOC(=O)c1nnn(CC(=O)N2N=C(c3ccc(Cl)cc3)CC2c2ccc(OC)cc2)c1C(=O)OCC (stereo unspecified)
→ 23, 101, 0, 101, 0, 104, 5, 14, 9, -2, 3.1
Cc1cc(C)nc(SCCC(=O)N(C)C)n1
→ 0, 103, 4, 98, 5, 98, -5, -1, 2, -25, -0.2
COc1ccc2c(OC)c3ccoc3nc2c1OC
→ 5, 105, 0, 107, 2, 90, 2, 0, 1, -2, 1.3
COCCCNc1nc2ccccc2[nH]c1=O
→ 1, 98, -3, 100, 0, 100, 0, 0, -2, -4, 0.0
COc1ccc(C(=O)N[C@H](C(=O)Nc2ccc(OC)nc2)C(C)C)cc1
→ 6, 96, -18, 100, -8, 99, -4, -3, 0, -8, 0.2

Next results
Each structure is followed by: ABCG2 inh, RGS7-Gao, Bim-Bfl-1, RGS8-Gao, Bcl-XL Bim block, RGS4-Gao reg, Bim-Bcl-2, Mcl-1 Bim block, Bcl-W Bim block, Bcl-B Bim block, ABCB1 block
Cc1ccc2c(c1)sc1nc(=O)n(-c3ccc(Cl)c(Cl)c3)c(=O)n12
→ 1, 104, -1, 102, -7, 100, -4, -4, -4, -5, 0.1
Cc1c(NC(=O)c2ccc(-c3ccc([N+](=O)[O-])cc3Cl)o2)c(=O)n(-c2ccccc2)n1C
→ 6, 104, 7, 92, 0, 102, 3, 0, -1, -7, -0.8
CCc1cccc(CC)c1NC(=S)Nc1ccccc1
→ 5, 115, 1, 103, -3, 108, -4, -2, -6, -3, -0.3
CC(NC(=O)COc1cccc(Br)c1)C(=O)O (stereo unspecified)
→ 0, 96, 1, 90, 1, 99, 0, 0, 1, 0, 0.0
CC1(C)CC(=O)C(C=Nc2ccc(N)cc2)=C(O)C1
→ 4, 102, -2, 101, -1, 101, -4, 0, 0, -5, 1.9
CN(N)c1nc(C(F)(F)F)nc2ccccc12
→ 11, 107, -2, 101, 0, 102, 0, 3, 3, -2, 0.2
Cc1c(CCOC(=O)C23CC4CC(CC(C)(C4)C2)C3)sc[n+]1CC(=O)c1ccccc1
→ 2, 109, -8, 104, -4, 101, -2, -1, 0, -6, 1.3
O=C1C(Oc2ccc(Cl)cc2)C(c2ccc3c(c2)OCO3)N1CC1CCCO1 (stereo unspecified)
→ 5, 93, -3, 98, 0, 96, -1, -3, -1, -3, 1.2

Compound activity: PubChem BioAssay, NMMLSC
